From PubChem BioAssay
VHR inh abs = inhibitors of human VHR1 phosphatase (DUSP3). 290,000 tested, 0.52% active. AID 1654. recombinant VHR phosphatase, pNPP absorbance. inhibition, % at 13.3 µM; in the data active = inhibition above about 50%; also: some compounds called inactive have numbers as strong as hits
Target sequence (P51452 whole entry, looked up): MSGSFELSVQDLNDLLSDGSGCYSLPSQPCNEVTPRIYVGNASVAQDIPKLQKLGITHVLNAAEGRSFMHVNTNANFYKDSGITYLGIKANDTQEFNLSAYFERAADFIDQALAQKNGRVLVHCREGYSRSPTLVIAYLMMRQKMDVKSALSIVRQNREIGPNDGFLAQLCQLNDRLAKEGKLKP
Anthrax LF inh2 = blocks Bacillus anthracis lethal factor protease; P15917; multiplex microsphere protease cleavage assay, LF; inhibition, % at 10 µM; 360,000 tested, 0.12% active; AID 588501; also: plate controls were buffer without enzyme for full effect and enzyme alone for no effect
BoNT-A LC inh2 = inhibitors of Botulinum neurotoxin A light chain protease; inhibition, % at 10 µM; 360,000 tested, 0.17% active; AID 588499; multiplex microsphere protease substrate cleavage, flow cytometry; also: plate controls were buffer without enzyme for full effect and enzyme alone for no effect
Rv3671c inh = inhibits the M. tuberculosis serine protease Rv3671c. inhibition, % at 5.96 µM. 320,000 tested, 0.048% active. AID 2606; in the data active = inhibition above about 38%;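 also: extracellular domain of Rv3671c used as enzyme; 0% = enzyme with DMSO and 100% = no enzyme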
Target sequence (P9WHR9 whole entry, looked up, the tested form may be a part): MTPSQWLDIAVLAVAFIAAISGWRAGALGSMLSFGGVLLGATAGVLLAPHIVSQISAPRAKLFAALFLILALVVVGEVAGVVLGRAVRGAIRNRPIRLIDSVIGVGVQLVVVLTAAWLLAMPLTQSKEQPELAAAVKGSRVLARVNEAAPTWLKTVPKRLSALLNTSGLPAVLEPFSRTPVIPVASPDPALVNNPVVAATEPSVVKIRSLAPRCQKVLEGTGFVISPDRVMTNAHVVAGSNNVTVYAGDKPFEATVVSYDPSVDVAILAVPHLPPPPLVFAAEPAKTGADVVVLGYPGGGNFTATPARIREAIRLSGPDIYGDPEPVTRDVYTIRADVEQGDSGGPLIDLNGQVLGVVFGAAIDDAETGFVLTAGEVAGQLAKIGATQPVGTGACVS
BoNT-F LC inh = blocks Botulinum neurotoxin F light chain protease; Multiplex microsphere protease cleavage assay, flow cytometry; inhibition, % at 10 µM; 360,000 tested, 0.22% active; AID 588497; in the data active = inhibition above about 35%, passing the limit was not always enough; inconclusive = no clear call, values can overlap the other calls; also: plate controls were buffer without enzyme for full effect and enzyme alone for no effect
3CLpro inhibitor = SARS-CoV 3CLpro protease inhibition; P0C6X7; recombinant SARS-CoV 3CLpro, quenched FRET peptide cleavage; inhibition, % at 6 µM; 290,000 tested, 0.14% active; in the data active = inhibition above about 12%
PrPC TRFRET = reduces human prion protein on the cell surface; cell surface PrPC, TR-FRET read-out; inhibition, % at 13.8 µM; 370,000 tested, 0.43% active; AID 720596; in the data active = inhibition above about 24%; also: 0% = median of the test wells and 100% = reference compound wells
MazEF act = increases E. coli MazEF RNase cleavage of RNA; FAM/BHQ RNA-DNA oligo cleavage fluorescence, 5 h; AID 504720; 350,000 tested, 0.32% active; activation, % at 20 µM; in the data active = activation above about 50%
Target sequence (P0AE70 whole entry, looked up): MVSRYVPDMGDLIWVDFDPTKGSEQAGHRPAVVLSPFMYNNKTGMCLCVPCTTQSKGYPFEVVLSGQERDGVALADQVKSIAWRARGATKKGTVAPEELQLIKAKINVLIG
CCHF vOTU inh = blocks the CCHF virus ovarian tumor domain protease; CCHFV vOTU protease, Pep-AMC fluorescence; inhibition, % at 11.5 µM; 370,000 tested, 0.55% active; AID 651958; in the data active = inhibition above about 30%; also: 0% = vehicle wells with enzyme and 100% = no enzyme wells
SSB-PriA inh = blocks PriA binding to SSB C-terminal tail; AlphaScreen SSBct-PriA binding, biotinylated peptide; AID 1272365; 430,000 tested, 0.6% active; inhibition, % at 33 µM; in the data active = inhibition mostly above about 37%, no sharp cut-off; inactive = mostly below about 20%;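 also: plate controls were negative control peptide for no effect and reference peptide for full effect; strong numbers were not always called active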
* hit, by the source's call; i = inactive; ? = inconclusive; / = no result given. Rule as the data show it, unless noted: active = inhibition above about 30%; inconclusive = no clear call, values can overlap the other calls; inactive = below that.

SMILES	VHR inh abs	Anthrax LF inh2	BoNT-A LC inh2	Rv3671c inh	BoNT-F LC inh	3CLpro inhibitor	PrPC TRFRET	MazEF act	CCHF vOTU inh	SSB-PriA inh
COc1ccccc1NC(=O)COc1ccc(C(=O)OCC(=O)N(C(C)C)C(C)C)cc1OC	19	5	-0.9	1	-6	2	-2	0	0	-1
Cc1ccc(S(=O)(=O)N(C)C)cc1NC(=O)CSc1nc2ccccc2[nH]1	-3	1	0.6	-7	-3	2	0	-3	12	-1
CCOC(=O)[C@H]1[C@H]2COc3ccc(Br)cc3[C@H]2N2C(=O)CN(Cc3ccc(Cl)cc3)C(=O)[C@@]12C	/	1	0.2	/	-4	/	8	-10	0	-12
CSC12CCCN(CCC(C(C)(C)C)C1)C2=O (configuration not stated)	/	-1	0.3	/	4	/	-7	/	3	/
O=C1CC2(CCN(C(=O)c3cccc(F)c3)CC2)Oc2ccccc21	/	-3	-0.8	0	-3	/	-4	-1	-4	-2
N#CC1=C(c2ccc(-c3ccccc3)cc2)COC1=O	12	-12	0.4	-20	6	0	-2	-10	-1	-17
CC(c1nnc(SCC(=O)Nc2ccc3[nH]c(=O)[nH]c3c2)n1Cc1ccccc1)N(C)C (configuration not stated)	7	2	0.8	4	-10	0	-1	-4	-11	5
COC(=O)C(CCSC)NC(=O)c1cc2c(n(-c3ccccc3)c1=O)CCCC2=O (configuration not stated)	-22	-3	-0.8	9	-14	4	2	7	-6	-19
CCOC(=O)C1=C(C)N=C2SCCC(=O)N2C1c1cc(Br)ccc1OC (configuration not stated)	/	-2	0.1	1	-6	-1	-2	10	1	-2
Cc1ccc(C(=O)Nc2sc3c(c2C(=O)O)CCCCC3)o1	-3	2	0.4	0	-1	9	10	3	26	-9
O=C(Nc1ccccc1)Nc1ccc(S(=O)(=O)N2CCCCC2)cc1	-2	0	-1.2	-92	-21	-5	7	17	-5	7
C/C(CC(=O)Nc1ccc(N(C)C)cc1)=N\NC(=O)c1ccccn1	14	-11	-0.8	0	-36	-2	-7	6	2	/
Nc1ccc(C(=O)NCCCSc2ccccc2)cc1[N+](=O)[O-]	-11	-4	1.7	-3	4	2	-4	9	3	-1
Cc1cc(C)c(NC(=O)COC(=O)C23CC4CC(CC(O)(C4)C2)C3)c(Cl)c1	/	-6	-0.2	6	-8	/	-2	4	5	-1
C=C1CCN([C@H](C(=O)NCc2ccc(Cl)cc2)C(C)C)S(=O)(=O)c2ccccc21	-4	-3	-0.1	-14	-9	/	5	1	-10	-3
COC(=O)CN(c1cccc(C)c1)S(=O)(=O)c1ccccc1	-35	-3	-4.2	-7	-18	-3	-4	3	-7	3
Nc1ncnc2c1ncn2[C@@H]1O[C@H](C(=O)N2CCN(c3ccc(Cl)cn3)CC2)[C@@H](O)[C@H]1O	/	-1	-0.4	/	6	/	-1	/	5	/
O=C(N/N=C/c1ccc(Cl)cc1)c1cc(-c2cccnc2)nc2ccccc12	-2	3	0.8	-26	1	-2	3	0	-3	/
CN(Cc1ccccc1)C(=S)Nc1cccnc1	18	1	-0.6	-2	-4	9	-3	3	-2	-11
Cc1nnc(SCC(=O)N(CC(C)C)C2CCS(=O)(=O)C2)s1 (configuration not stated)	/	/	/	-4	/	/	-8	4	17	-19
O=C(/C=C/c1cccc([N+](=O)[O-])c1)c1ccc2c(c1)OCCO2	-4	-1	-0.2	3	-7	-1	-2	-9	-3	-7
O=C(CCCC(=O)NN=Cc1cccc(O)c1)NN=Cc1cccc(O)c1	/	-4	0.3	/	8	/	-7	11	1	-19
O=C1C2C3C=CC(C2C(=O)N1c1nccs1)C1C(=O)N(c2nccs2)C(=O)C31 (configuration not stated)	15	-8	-0.5	-6	-8	1	4	-23	3	-6
CN(C(=O)c1cncc(Br)c1)C1C2CC3CC(C2)CC1C3 (configuration not stated)	22	-6	-2.9	2	?	7	7	-2	6	-12

Quoted at random: 5 records from the list, in no set order.
SMILES	VHR inh abs	Anthrax LF inh2	BoNT-A LC inh2	Rv3671c inh	BoNT-F LC inh	3CLpro inhibitor	PrPC TRFRET	MazEF act	CCHF vOTU inh	SSB-PriA inh
CCOC(=O)[C@H]1[C@H]2COc3ccc(Br)cc3[C@H]2N2C(=O)CN(Cc3ccc(Cl)cc3)C(=O)[C@@]12C	/	1	0.2	/	-4	/	8	-10	0	-12
Cc1nnc(SCC(=O)N(CC(C)C)C2CCS(=O)(=O)C2)s1 (configuration not stated)	/	/	/	-4	/	/	-8	4	17	-19
CCOC(=O)C1=C(C)N=C2SCCC(=O)N2C1c1cc(Br)ccc1OC (configuration not stated)	/	-2	0.1	1	-6	-1	-2	10	1	-2
N#CC1=C(c2ccc(-c3ccccc3)cc2)COC1=O	12	-12	0.4	-20	6	0	-2	-10	-1	-17
CC(c1nnc(SCC(=O)Nc2ccc3[nH]c(=O)[nH]c3c2)n1Cc1ccccc1)N(C)C (configuration not stated)	7	2	0.8	4	-10	0	-1	-4	-11	5

Following part
SMILES	VHR inh abs	Anthrax LF inh2	BoNT-A LC inh2	Rv3671c inh	BoNT-F LC inh	3CLpro inhibitor	PrPC TRFRET	MazEF act	CCHF vOTU inh	SSB-PriA inh
N#Cc1cn(Cc2cccc(Cl)c2)c2ccccc12	26	-1	0.1	-11	-6	-2	21	1	5	-4
NS(=O)(=O)c1ccc(NC(=S)Nc2ccc(Br)c(Cl)c2)cc1	14	1	0.3	-3	-1	3	4	11	-5	-6
NC(N)=Nc1nc(-c2ccccc2)c2ccccc2n1	20	-8	-0.9	-3	-3	-1	1	25	-11	8
O=C(Nc1cccc2ccccc12)c1ccc([N+](=O)[O-])cc1	27	-6	-4.1	0	?	-2	-35	7	-7	2
CCCS(=O)(=O)c1c(S(=O)(=O)CCC)c2c(C)cccn2c1C(=O)N/N=C/c1cc(O)cc(O)c1	-20	-6	0.5	3	-5	5	19	6	5	/
O=C(Nc1ccc2ncccc2c1)c1cc(Cl)ccc1Cl	31	5	0.8	-4	1	5	5	6	-9	-18
C=CCn1c(SCC(=O)Nc2sccc2C(N)=O)nc2ccccc2c1=O	18	-4	0.1	-17	1	4	23	10	-3	0
CC(C)(CNC(=O)c1cccc(S(=O)(=O)Nc2ccc(Br)cc2)c1)N1CCOCC1	/	/	/	-3	/	/	3	0	-5	-1
CCCCNC(=O)Nc1ccccc1Br	-2	-1	-0.6	4	-1	0	1	-2	-3	-4
Cc1ccc2nc(N/N=C/c3ccco3)cc(C)c2c1	26	-2	-1.4	3	-6	2	-5	-2	6	/
CC(C)N(Cc1c(O)ccc2c(=O)c(-c3ccc(Cl)cc3)coc12)C(C)C	10	-18	-0.8	-6	?	3	0	5	-3	-4
COc1ccccc1C(=O)COC(=O)c1c(-c2ccccc2)noc1C	/	/	/	2	/	/	1	-1	-2	-39
O=C(Nc1ccc(S(=O)(=O)N2CCCCCC2)cc1)C1CCCO1 (configuration not stated)	-1	-3	-0.9	-5	-8	-1	-2	-18	8	-10
CCN1C(=O)[C@H]2[C@@H](c3ccc(-c4cccc(Cl)c4)cc3)N[C@@](Cc3ccccc3)(C(=O)OC)[C@H]2C1=O	/	-4	0.8	-17	-2	/	7	-11	6	19
Cc1ccc2nc(-c3ccc(F)cc3)c(Cc3cccc(Cl)c3)n2c1	/	-6	0.6	/	1	/	-2	/	16	/
O=C(O)C(CCc1ccccc1)N1CCOCC1 (configuration not stated)	/	-1	0.0	/	-4	/	-4	-8	4	/
O=[N+]([O-])c1ccc(Cl)c2c1C1C=CCC1C(c1ccccn1)N2 (configuration not stated)	10	-4	0.6	13	-21	7	-9	-2	3	22
Cc1ccc(N=CC2=C(O)CC(c3ccc(Cl)cc3)CC2=O)cc1 (configuration not stated)	5	-5	-0.8	1	4	-3	-5	-1	-20	-22
Nc1nnc(SCC(=O)Nc2ccc3c(c2)OCCO3)s1	-10	-14	-1.9	-2	-4	1	6	5	1	-5
COc1cccc(NC(=O)C(=O)NCC2CCCN2S(=O)(=O)c2cccs2)c1 (configuration not stated)	/	-4	1.3	/	-8	/	2	5	-9	/
Cn1c(SCC(=O)N/N=C/c2ccccn2)nnc1-c1ccccc1	21	1	1.2	1	?	5	-5	7	-11	i
COC(=O)c1c(NC(=O)C2CCCCC2)sc2c1CC(C)(C)NC2(C)C	13	-6	-0.4	-3	-4	0	-1	11	-7	-2
Cc1ccc(CNC(=O)CNC(=O)[C@@H]2Cc3ccccc3CN2)cc1	21	-2	-0.5	-4	-2	0	-8	2	7	13
Cc1cc(C(=O)O)ccc1NCc1cccnc1	17	-1	2.7	-5	?	-2	1	1	-2	-22
O=C(CN1CCC(O)(c2ccccc2F)CC1)NCCc1c[nH]c2ccccc12	8	-4	-0.4	2	-4	-5	1	0	-13	4
CC(C)(C)OC(=O)NCCCCCNC(=O)c1[nH]cnc1C(=O)Nc1cccc(Cl)c1	/	8	0.1	-2	4	/	-5	27	0	-8
O=C1NC(c2ccc(Cl)cc2)=COc2ccccc21	8	1	-0.8	9	-3	2	2	9	11	-10
C=CCn1c(=O)c(C=Nc2cccnc2Cl)c(O)n(CCCC)c1=O	-8	-2	0.2	-18	0	5	2	-22	-2	4
CCC(C)(C(=O)NC1CCCC1)N(C(=O)CNC(=O)c1ccccc1)c1c(C)n(C)n(-c2ccccc2)c1=O (configuration not stated)	4	0	0.3	-1	-3	-2	1	1	17	-2
Cc1cc(C)cc(NC(=O)N(C)Cc2ccccc2)c1	1	/	/	-1	/	2	-6	1	1	-12
CC(=O)N1CCN(c2ccc(NC(=O)c3ccc4c(c3)OCCO4)cc2)CC1	14	-5	2.2	-2	-8	2	-2	8	7	-5
CCc1noc(C)c1C(=O)Nc1ccc(F)c(F)c1	/	/	/	4	/	/	1	1	-6	-11
O=C1c2ccccc2C(=O)N1CCc1nc(-c2ccncc2)no1	43	-8	2.3	3	2	1	1	3	0	-8
O=C1CCCc2ccccc2N1Cc1ccccc1Cl	33	-1	-0.2	0	-5	5	-1	0	15	-13
N#Cc1ccc2c(c1)nnn2-c1ccccc1	/	-2	-0.8	-14	-10	/	-1	12	-5	0
COc1ccc2c(c1OC)C(=O)OC2Nc1ncc(Br)cc1Br (configuration not stated)	12	-18	-1.1	6	-11	0	4	5	-5	-6
O=C(O)c1ccc(NCc2nc3ccccc3n2Cc2ccccc2F)cc1	33	-7	-0.1	11	0	-3	-2	9	0	-2
COc1cc(CNc2nc3ccccc3s2)cc(OC)c1OC	-6	23	-3.3	-5	?	2	13	-20	3	1
COCC1CCN(C(=O)c2oc3c(F)cccc3c2C)C1 (configuration not stated)	-8	-1	2.8	4	?	-8	7	-2	19	-8
COc1cccc(NS(=O)(=O)Cc2ccccc2)c1	36	-3	0.2	2	-8	-6	-2	1	-9	5
COc1ccccc1NC(=O)CSc1nnc(CC(=O)Nc2cccc(C(F)(F)F)c2)n1C	19	-1	-3.1	3	-5	4	4	11	12	-11
Cc1ccc(NS(=O)(=O)c2ccc(C(=O)N3CCOCC3)cc2)cc1	/	1	-0.5	-2	-2	/	8	0	-6	-16
CCN(C(=O)COc1nc(C)cc(C)c1C#N)c1ccccc1	-14	38*	0.7	-5	3	-3	2	5	-1	-12
CC(NCCS(=O)(=O)c1ccc(Cl)cc1)c1cccc(Cl)c1 (configuration not stated)	-3	-19	-0.6	-13	19	2	9	1	6	-21
CC1CN(C(=O)c2cc(S(=O)(=O)N3CCCC3)ccc2Cl)CC(C)O1 (configuration not stated)	8	1	1.0	/	0	-5	6	1	1	-15
C[C@H](NC(=O)c1[nH]cnc1C(=O)Nc1ccc(CNC(=O)OC(C)(C)C)cc1)C(=O)OCc1ccccc1	11	3	0.0	-7	-3	/	5	-17	-4	-9
O=C(Nc1ccc(N2CCOCC2)cc1N1CCOCC1)c1ccc(F)cc1	/	-6	-1.4	5	-16	/	0	-1	-1	-4
O=C(N[C@H]1C/C=C\C(c2ccc(F)cc2)N(Cc2ccccc2)C(=O)C1)OCC1c2ccccc2-c2ccccc21 (some centres not stated)	/	-6	0.0	/	-2	/	-4	-25	1	-3
C/C(=N\NC(=O)COc1cccc2ccccc12)c1cccs1	10	-3	1.3	-2	-1	-4	-2	4	4	/

Not all compounds are listed; rates above refer to the full screens.
